Screening data as filed in PubChem.
HCV core dimer = blocks dimerization of HCV core protein. TR-FRET GST/Flag-core106 dimerization, 1536-well. inhibition, % at 5 µM. hit rate 0.33% among 300,000. AID 1899;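 active means inhibition above the mean of all tested compounds plus 3 SD, set per screening campaign, cut at about 45% in these data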
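System: GST-tagged and Flag-tagged HCV core protein residues 1-106 / Input: core106 proteins, GST 13.5 nM and Flag 17 nM / Buffer or medium: KF-containing HEPES buffer, pH 7.45, DTT, CHAPS, BSA / Probe or stimulus: Eu-anti-GST and XL665-anti-Flag labelled anti-tag antibodies / Schedule: 4 h, 22.5 °C incubation / Technique: TR-FRET 671 and 617 nm emission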
proCasp7 act = counter-screen for procaspase-3 activators: activators of human procaspase-7; hit rate 0.093% among 330,000; activation, % at 8.5 µM; P55210; recombinant procaspase-7, Ac-DEVD-pNA absorbance 405 nm; D23A/D198A/D206A triple mutant, cannot self-cleave; scale: DMSO 0, 5 µM enzyme 100; AID 463210;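 active means percent activation above the screen-wide mean plus 3 SD, cut at about 25% in these data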
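System: Uncleavable procaspase-7 mutant enzyme; Amount: 2 µM procaspase-7 mutant as dispensed; Schedule: 1 h compound preincubation, 2 h substrate cleavage, 25 °C; Measured by: 405 nm absorbance of p-nitroaniline; Evaluation: percent activation from buffer-corrected 0–120 min absorbance change; Control set: low DMSO alone, high DMSO plus 5 µM PC-7.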
PAFAH2 FP inh = PAFAH2 (human) inhibition; recombinant PAFAH2, FP-rhodamine activity probe, fluorescence polarization; Q99487; inhibition, % at 3.39 µM; hit rate 0.99% among 340,000;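 active means inhibition above the mean over all tested compounds plus 3 SD, cut at about 30% in these data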;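 further: inhibitors block probe labeling of enzyme so polarization drops; 0% = enzyme with DMSO and 100% = wells lacking PAFAH2 protein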
PP5 primary = blocks human protein phosphatase 5 activity. P53041. purified PP5c, OMFP substrate fluorescence. hit rate 0.18% among 320,000. inhibition, % at 6.7 µM. AID 1987;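 active means inhibition above the campaign's mean inhibition across all tested compounds plus 3 SD, cut at about 9.5% in these data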;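 further: 0% = DMSO only and 100% = 100 µM cantharidin control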
procasp3 activ = activates human procaspase-3 | recombinant procaspase-3 D3A, Ac-DEVD-pNA absorbance 405 nm | activation, % at 8.5 µM | AID 463141 | hit rate 0.11% among 330,000 | P42574;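 active means activation above the mean of all tested compounds plus 3 SD, cut at about 21% in these data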;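 further: 0% = DMSO alone and 100% = DMSO wells spiked with extra 5 µM PC-3 D3A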
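Compound: 8.5 µM single point, 0.8% DMSO / Material: Autoprocessing-dead procaspase-3 D3A mutant enzyme / Timing: 1 h preincubation plus 2 h reaction at 25 °C / Medium: Zinc-free HEPES/NaCl buffer with 0.01% Triton X-100 at pH 7.4 / Technique: 405 nm absorbance of p-nitroaniline, reads at 0 and 120 min / Repeats: one well per compound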
AHR act = activators of human aryl hydrocarbon receptor | P35869 | AHR-responsive luciferase reporter cells, luminescence | activation, % at 5 µM | hit rate 2.5% among 320,000 | AID 2796; in the data active means activation above about 47%;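 further: 0% = vehicle wells and 100% = reference agonist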
Target sequence (P35869 whole entry, looked up): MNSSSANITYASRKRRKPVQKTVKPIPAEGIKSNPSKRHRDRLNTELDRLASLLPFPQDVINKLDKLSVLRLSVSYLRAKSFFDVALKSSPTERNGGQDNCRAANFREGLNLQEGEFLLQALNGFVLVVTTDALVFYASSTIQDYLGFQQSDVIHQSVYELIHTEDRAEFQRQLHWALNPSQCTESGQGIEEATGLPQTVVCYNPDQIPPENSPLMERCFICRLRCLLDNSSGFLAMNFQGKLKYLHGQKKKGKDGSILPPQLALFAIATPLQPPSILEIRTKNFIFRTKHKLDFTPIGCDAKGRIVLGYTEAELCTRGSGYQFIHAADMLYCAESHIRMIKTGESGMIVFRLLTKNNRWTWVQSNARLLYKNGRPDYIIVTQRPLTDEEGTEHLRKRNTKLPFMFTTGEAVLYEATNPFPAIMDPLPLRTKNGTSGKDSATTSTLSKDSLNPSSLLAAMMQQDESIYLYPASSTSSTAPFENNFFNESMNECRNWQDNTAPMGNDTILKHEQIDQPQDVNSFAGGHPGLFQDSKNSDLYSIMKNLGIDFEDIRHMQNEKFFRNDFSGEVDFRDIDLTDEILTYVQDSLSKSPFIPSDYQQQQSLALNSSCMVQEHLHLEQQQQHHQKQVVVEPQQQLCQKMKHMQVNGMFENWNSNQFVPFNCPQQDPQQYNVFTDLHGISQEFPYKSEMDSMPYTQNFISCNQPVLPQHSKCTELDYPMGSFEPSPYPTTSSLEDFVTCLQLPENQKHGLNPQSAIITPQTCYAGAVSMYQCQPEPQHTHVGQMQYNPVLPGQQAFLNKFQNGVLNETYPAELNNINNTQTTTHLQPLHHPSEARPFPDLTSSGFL
PP1 counter = PP1-alpha (human) inhibition in PP5 counter-screen; P62136; purified PP1alpha, OMFP fluorescence; inhibition, % at 6.7 µM; hit rate 0.9% among 320,000; AID 2235;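 active means inhibition above the mean inhibition of all tested compounds plus 3 SD, computed separately for each screening campaign, cut at about 15% in these data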
CTSL1 counter = counter-screen for PFM18AAP inhibitors: inhibitors of F. hepatica cathepsin L1. inhibition, % at 5.96 µM. recombinant F. hepatica cathepsin L1, Z-Leu-Arg-MCA fluorescence. hit rate 0.49% among 300,000;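 active means inhibition above the mean of all tested compounds plus 3 SD, set per screening campaign, cut at about 17% in these data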;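 further: 0% = plate median of test compound wells and 100% = 1 µM Z-Phe-Ala-diazomethylketone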
TPT1 inh = blocks Candida albicans tRNA 2'-phosphotransferase. recombinant caTPT1, FP RNA substrate dephosphorylation. inhibition, % at 5 µM. hit rate 0.81% among 300,000. AID 1962;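 active means inhibition above the mean of all tested compounds plus 3 SD, set per screening campaign, cut at about 24% in these data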;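 further: plate controls were DMSO alone for no effect and ferristatin control at 100 nM for full effect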
* hit, by the source's call; . = not tested or not shown.

SMILES	HCV core dimer	proCasp7 act	PAFAH2 FP inh	PP5 primary	procasp3 activ	AHR act	PP1 counter	CTSL1 counter	TPT1 inh
COc1ccc(N2CC(C)Cn3c2nc2c3c(=O)[nH]c(=O)n2C)cc1 (stereo not drawn)	-5	0	8	0.2	-1	3	-2	2	-1
CN(C)S(=O)(=O)c1cccc(NC(=O)c2n[nH]c(=O)c3ccccc23)c1	-2	-6	2	-1.6	2	11	-2	-10	-1
Cc1nn2c(-c3cccnc3)ccnc2c1-c1ccccc1	-8	9	-5	1.5	9	-10	-1	-1	-2
CCOc1cc(N2CCOCC2)c(OCC)cc1NC(=O)COC(=O)CCc1c[nH]c2ccccc12	1	-3	7	0.6	-2	-1	-3	-4	-4
Cc1ccc(C(=O)c2c3ccccc3[n+]([O-])n2[C@@H](C)C(N)=O)cc1	-2	-5	2	0.4	-9	39	0	-2	-5
COc1ccc(C(=O)Nc2cc3c(cc2OC)CCCC3)cc1Br	0	6	-4	3.7	-4	22	-6	-5	0
Brc1ccccc1-c1nnc(COc2cccc3cccnc23)o1	34	-26	-1	1.9	-8	13	0	4	1
COc1ccc(C(NC(C)=O)c2cc(Cl)c3cccnc3c2O)cc1 (stereo not drawn)	5	4	-1	0.8	12	0	2	-4	-3
Cc1nn(-c2ccccc2Cl)c(Cl)c1/C=N/Nc1cccc(C(=O)O)c1	-17	-3	14	2.3	-4	-8	6	-4	0
COc1cc(N2C(=O)C=CC2=O)c(OC)cc1Cl	4	-30	-3	0.4	-21	1	8	1	1
CC(C)Oc1ccc(C(CC(=O)N2CCOCC2)C(C)C)cc1 (stereo not drawn)	-20	5	8	0.7	4	2	-10	2	1
CC(=O)c1ccc(NC(=O)C2Cc3ccccc3CN2C(=O)c2ccccc2)cc1 (stereo not drawn)	4	5	-1	-3.5	-4	8	-2	2	-1
c1cnc2ccc3ncccc3c2c1	3	1	-2	-4.3	-2	12	0	-4	0
COc1ccc(NS(=O)(=O)c2cccc(NC(=O)NC3CCCCC3)c2)cc1	5	14	-8	0.6	5	12	-1	-1	-3
COc1cc(C)c(C(C)C)cc1S(=O)(=O)n1cnc(C)c1	1	4	18	1.9	1	0	-1	-1	0
CCOC(=O)c1cccc(C(=O)Nc2nc3ccc(OC)cc3s2)n1	-10	-3	4	0.2	4	14	1	-2	3
COc1cccc(N2C(=NC(=O)COc3ccccc3)SC3CS(=O)(=O)CC32)c1 (stereo not drawn)	-9	-1	5	0.5	4	4	0	4	-2
COc1ccc(Cl)cc1N1CCN(CCNC(=O)Nc2ccccc2C)CC1	6	9	2	1.4	2	0	-3	2	0
CCCc1[nH]nc2c1C(c1ccc(OC(=O)c3ccco3)cc1)C(C#N)=C(N)O2 (stereo not drawn)	-1	8	-2	2.6	0	1	3	-36	0
CCCCCCn1c(CN2CCN(C)CC2)nc2c1c(=O)n(C)c(=O)n2C	-10	15	-3	2.1	-3	-3	-4	-3	1

The closing two compounds of the part before come first, to join the parts.
SMILES	HCV core dimer	proCasp7 act	PAFAH2 FP inh	PP5 primary	procasp3 activ	AHR act	PP1 counter	CTSL1 counter	TPT1 inh
CCCc1[nH]nc2c1C(c1ccc(OC(=O)c3ccco3)cc1)C(C#N)=C(N)O2 (stereo not drawn)	-1	8	-2	2.6	0	1	3	-36	0
CCCCCCn1c(CN2CCN(C)CC2)nc2c1c(=O)n(C)c(=O)n2C	-10	15	-3	2.1	-3	-3	-4	-3	1
COc1ccccc1OCC(=O)Nc1ccc(S(=O)(=O)Nc2nccs2)cc1	3	5	-3	-1.3	-8	-1	0	1	5
Cc1cc(NC(=O)Cc2cccs2)nn1CC(=O)NCc1ccco1	7	2	7	1.4	-7	2	-1	2	3
CC(C)CCOc1ccc(C(=O)N2CCN(c3ncccn3)CC2)cc1	-6	-3	6	2.6	-5	3	5	-4	-3
CCOC(=O)c1[nH]ncc1CN1CCCC(C(=O)c2ccc(SC)cc2)C1 (stereo not drawn)	2	-7	4	2.9	1	-1	-3	1	-3
S=c1[nH]nc(Cc2cccc3ccccc23)o1	4	-15	-6	-0.7	1	-2	-2	1	4
COc1ccc(CN2Cc3cccc4c3[C@@H](CC2=O)[C@H](O)[C@H](O)C4)cc1	.	16	0	0.7	6	0	-3	.	.
S=c1[nH]nc(C2CC2)n1Cc1ccccc1	-2	-6	1	-1.7	-2	-1	-1	1	-3
Cc1ccc(C)c(N2CCN(C(=O)C3CCCN(S(=O)(=O)c4c(C)[nH]c(=O)[nH]c4=O)C3)CC2)c1 (stereo not drawn)	4	-4	3	0.8	-9	0	1	1	-4
CCOC(=O)c1c2c3c(cccc3n(C)c1=O)C(=O)c1ccccc1-2	13	-15	27	1.3	-10	11	0	0	-23
Cc1cccc(CCNC(=O)CN(C)S(=O)(=O)c2cnc[nH]2)c1	-3	3	0	0.7	0	0	1	2	-3
CC(OC(=O)Cn1cnc2c1c(=O)n(C)c(=O)n2C)C(=O)NCc1ccccc1 (stereo not drawn)	2	0	-2	0.9	-11	0	-2	-1	1
COc1ccc(CC(=O)NCCC2=CCCCC2)cc1	-7	4	0	0.3	-1	1	-2	-1	3
CC(C)Cn1c2c(c(O)c(C(=O)Nc3nccs3)c1=O)CCCC2	6	7	1	-0.5	-2	4	-1	-1	2
CC(C)C[C@H](NC(=O)NC1CCCc2ccccc21)C(=O)O (stereo partly drawn)	2	6	1	-1.5	4	3	0	-1	0
O=C(CN1C(=O)NC2(CCCCCC2)C1=O)NCc1ccc(Cl)cc1	.	-9	1	.	-3	1	.	.	.
Cc1cc(C)cc(C(=O)N2CCN(c3ccccn3)CC2)c1	-1	5	-2	-2.3	0	-5	-1	-2	0
COC(=O)N/N=C\C=C\c1ccc2c(c1)OCO2	-7	6	3	1.4	8	20	-1	2	-2
O=C(Nc1ccnn1C1CCN(Cc2cccnc2)CC1)c1ccccc1Cl	7	9	0	-2.5	-8	1	-4	0	1
CC1CCCN(C(=O)COc2ccc(NC(=O)c3cccs3)cc2)C1 (stereo not drawn)	16	16	21	1.4	1	-1	1	-3	3
CC(C)c1nc2sc(C(=O)O)c(N)c2c2c1CCCC2	7	-25	5	4.6	-20	0	5	1	5

Single entries from the results shown:
Under PAFAH2 FP inh, S=c1[nH]nc(Cc2cccc3ccccc23)o1 shows -6
Under HCV core dimer, CCOc1cc(N2CCOCC2)c(OCC)cc1NC(=O)COC(=O)CCc1c[nH]c2ccccc12 shows 1
Under proCasp7 act, Cc1cccc(CCNC(=O)CN(C)S(=O)(=O)c2cnc[nH]2)c1 shows 3
Under TPT1 inh, COc1ccc(NS(=O)(=O)c2cccc(NC(=O)NC3CCCCC3)c2)cc1 shows -3
Under PP5 primary, CC(C)C[C@H](NC(=O)NC1CCCc2ccccc21)C(=O)O (stereo partly drawn) shows -1.5
Under procasp3 activ, COc1ccc(C(=O)Nc2cc3c(cc2OC)CCCC3)cc1Br shows -4
Under CTSL1 counter, Cc1ccc(C)c(N2CCN(C(=O)C3CCCN(S(=O)(=O)c4c(C)[nH]c(=O)[nH]c4=O)C3)CC2)c1 (stereo not drawn) shows 1

(cont.)
SMILES	HCV core dimer	proCasp7 act	PAFAH2 FP inh	PP5 primary	procasp3 activ	AHR act	PP1 counter	CTSL1 counter	TPT1 inh
O=C(N/N=C/c1cccnc1)c1cc(-c2ccccc2Cl)nc2ccccc12	-15	2	6	2.0	8	24	3	4	-1
CN(C(=O)c1ccccn1)C1(C(=O)NC2CCCCC2)CCCCC1	1	1	13	1.1	-1	0	-5	-2	-3
C=CCNCCCCOc1ccc(Br)cc1C	-9	-14	1	0.9	2	0	-1	-3	1
N#CCCN(C(=O)CO/N=C/c1cccc([N+](=O)[O-])c1)c1ccccc1	0	6	8	-3.0	8	4	-4	1	-2
CC(=O)NC(N(C#N)c1nc(Cl)nc(N(C)C)n1)C(Cl)(Cl)Cl (stereo not drawn)	12	2	-3	2.2	-1	4	2	-1	-2
COc1cccc(/C=N/NC(=O)C[n+]2ccccc2)c1O	-3	4	-2	7.8	-3	-1	3	-2	3
CN(Cc1ccccc1)C(=O)c1nn2cccnc2c1Cl	2	2	-10	6.2	0	0	-7	-6	-1
COc1ccc(Cl)cc1Nc1cc(C)nc2ccccc12	-3	-4	.	0.7	-7	19	-1	4	1
O=C(Cn1ncc2c3ccccc3n(Cc3ccc(F)cc3)c2c1=O)N1CCN(c2ncccn2)CC1	33	6	-2	2.1	8	-1	13	0	-2
Cc1ccccc1CN1CCc2c(OCC(=O)N3CCCc4ccccc43)cccc2C1=O	11	12	11	1.3	2	4	6	2	3
CCOc1ccc2c(c1)C(c1ccc(C)cc1)=NNC(c1ccc(OC)cc1)=N2	4	-9	13	2.9	-3	4	3	-3	-2
COc1ccc2nc3sc(C(=O)NCCN4CCc5ccccc5C4)cc3cc2c1	0	-6	-5	3.2	-6	19	3	0	0
COc1ccc(CN(C)C(C)C(=O)Nc2ccc([N+](=O)[O-])cc2Cl)cc1OC (stereo not drawn)	6	8	6	1.1	-10	5	0	2	-1
Cc1ccc(Oc2nc(-c3ccccc3)ncc2S(=O)(=O)c2ccc(C)cc2)cc1	-3	7	4	1.7	-3	1	-3	-3	-4
COCCCN(C(=O)c1cccnc1SC)c1c(N)n(Cc2ccccc2)c(=O)[nH]c1=O	-13	1	2	-0.1	-4	-1	-1	-3	2
CCCCn1c(NCc2ccncc2)nc2ccccc21	-1	7	13	1.6	1	9	3	-3	-1
CC(=O)Nc1ccc(S(=O)(=O)NC2=NCN(C)CN2)cc1	-3	1	4	4.6	-2	1	1	-1	0
O=C(CN1CCCCCC1)Nc1ccc(Cl)cn1	4	-2	-1	3.4	-10	7	5	-2	1
COc1cccc(NC(=O)CCc2nnc3ccc(N4CCC(C)CC4)nn23)c1	2	2	-7	1.0	6	1	0	2	-2

Some of these compounds in order of their number in AHR act, rising.
mol	AHR act
COc1cccc(NC(=O)CCc2nnc3ccc(N4CCC(C)CC4)nn23)c1	1
CC(=O)NC(N(C#N)c1nc(Cl)nc(N(C)C)n1)C(Cl)(Cl)Cl (stereo not drawn)	4
O=C(CN1CCCCCC1)Nc1ccc(Cl)cn1	7
CCCCn1c(NCc2ccncc2)nc2ccccc21	9
COc1ccc(Cl)cc1Nc1cc(C)nc2ccccc12	19
